# Bioassay records: PubChem BioAssay, several laboratories
# MT1-MMP act inh – MT1-MMP (human) activation inhibition; P50281; HT1080 RFP-PRO-GFP cells, GFP/RFP ratio fluorescence, overnight; percent of plate control window, DMSO zero; GFP/RFP ratio change, % at 20 µM; actives 0.061% (n = 360,000);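 active means GFP/RFP ratio change of at least 30% with cell ATP level not reduced by more than half and red fluorescence within 50% of control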; further: strong numbers were not always called active
#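 system = RFP-PRO-GFP reporter HT1080 cells | dosing = 20 µM single dose, 1% DMSO | timing = overnight cell settling, then overnight compound exposure, 37 °C, 5% CO2 | read-out basis = GFP/RFP fluorescence ratio | controls = DMSO and RFP-L50D-GFP cell wells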
# MsrA act – activates bovine MsrA enzyme; purified bovine MsrA, absorbance read-out; activation, % at 10.6 µM; actives 0.3% (n = 360,000); AID 602163; in the data active means activation above about 7.5%;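 further: 0% = vehicle and 100% = reference activator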
# Rin1 Abl inh – blocks binding of human Rin1 to Abl. P00519+Q13671. TR-FRET Rin1/Abl binding, biochemical. inhibition, % at 7.35 µM. actives 0.4% (n = 360,000); in the data active means inhibition above about 5%, passing the limit was not always enough
# FAS TE block – inhibitors of human fatty acid synthase thioesterase domain. P49327. recombinant FAS-TE, OMFH fluorogenic substrate, fluorescence endpoint. inhibition, % at 15 µM. actives 0.67% (n = 360,000). AID 602261;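 active means compounds whose normalised, plate-corrected inhibition of enzyme fluorescence in the single-dose primary screen is 50% or more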;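 further: 0% = DMSO with enzyme and 100% = substrate without enzyme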
# NRP1-CendR mod – modulators of CendR peptide binding to human neuropilin-1; O14786; FAM-RPARPAR peptide binding to NRP-1, fluorescence polarization; inhibition, % at 25 µM; actives 0.85% (n = 360,000); AID 602438;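 active means inhibition or corrected inhibition above about 18%, plus a signal ratio from 0.5 to 1.5, limit read from the data, passing the limit was not always enough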; further: strong numbers were not always called active
# Neddylation inh – inhibitors of human cullin neddylation; P61081+Q13564; TR-FRET cullin neddylation, biochemical; calls only at 25 µM; actives 0.58% (n = 360,000); AID 651699; in the data active means inhibition above about 36%
# E coli Lon inh – E. coli protease La inhibition; P0A9M0; purified E. coli Lon protease, fluorescence polarization; inhibition, % at 7.94 µM; actives 0.42% (n = 360,000); in the data active means inhibition above about 13%, passing the limit was not always enough;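 further: 0% = enzyme with probe and DMSO and 100% = no enzyme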
# SKN-1 block – inhibitors of C. elegans SKN-1 | C. elegans VP596 Pgst-4::GFP/RFP ratio, acrylamide-induced, 24 h | inhibition, % at 21.8 µM | actives 0.49% (n = 360,000) | AID 624304;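 active means interference check ratio from 0.5 to 1.5 plus GFP to RFP signal ratio inhibition reaching or exceeding a fixed threshold, cut at about 30% in these data, passing the limit was not always enough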; further: some compounds called inactive have numbers as strong as hits
# PABP1 MLLE inh – blocks PAM2 peptide binding to the PABP1 MLLE domain | inhibition, % at 20 µM | actives 0.36% (n = 360,000) | GST-MLLE / FITC-PAM2 fluorescence polarization; in the data active means inhibition above about 35%, passing the limit was not always enough;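 further: plate controls were DMSO wells with GST-MLLE for no effect and wells lacking GST-MLLE protein for full effect; some results filed as inactive read as strong as hits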
# Target sequence (P11940 whole entry, looked up, the tested form may be a part): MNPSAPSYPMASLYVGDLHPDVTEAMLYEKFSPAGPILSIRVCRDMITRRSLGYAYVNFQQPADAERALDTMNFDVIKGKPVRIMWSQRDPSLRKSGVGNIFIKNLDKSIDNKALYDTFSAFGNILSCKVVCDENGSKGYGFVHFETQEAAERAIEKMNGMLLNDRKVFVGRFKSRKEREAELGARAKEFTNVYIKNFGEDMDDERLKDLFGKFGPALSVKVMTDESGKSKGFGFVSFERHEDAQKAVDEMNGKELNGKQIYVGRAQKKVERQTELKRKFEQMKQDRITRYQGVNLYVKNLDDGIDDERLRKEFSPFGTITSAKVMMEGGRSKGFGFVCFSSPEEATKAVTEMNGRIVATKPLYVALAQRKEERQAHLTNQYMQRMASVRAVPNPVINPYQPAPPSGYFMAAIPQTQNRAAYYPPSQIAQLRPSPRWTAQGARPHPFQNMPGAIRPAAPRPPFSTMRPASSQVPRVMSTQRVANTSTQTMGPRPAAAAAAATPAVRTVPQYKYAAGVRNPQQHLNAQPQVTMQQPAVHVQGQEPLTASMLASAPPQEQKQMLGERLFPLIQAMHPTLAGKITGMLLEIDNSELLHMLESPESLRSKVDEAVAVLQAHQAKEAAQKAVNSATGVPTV
# * = called active by the depositor; i = inactive; x = not tested or not shown.
SMILES,MT1-MMP act inh,MsrA act,Rin1 Abl inh,FAS TE block,NRP1-CendR mod,Neddylation inh,E coli Lon inh,SKN-1 block,PABP1 MLLE inh
CCn1c(CNc2ccc(F)cc2)nnc1SCC(=O)Nc1ccc(OC)cc1,-1,-2,2,-4,3,i,3,0,-5
CCCn1c(SCC(=O)N(C)C2CCS(=O)(=O)C2)nc2sc3c(c2c1=O)CCC3 (configuration not stated),2,1,-3,4,5,i,4,3,-97
CCOc1ncccc1C(=O)OCC(=O)Nc1cc(S(=O)(=O)N(CC)CC)ccc1C,4,-4,-1,2,2,i,13*,9,-8
CCN1CCN(C(c2cccs2)C(C)NC(=O)c2cccnc2)CC1 (configuration not stated),0,-11,-2,-11,7,i,-5,2,9
CCOC(=O)c1sc(=NC(=O)CCS(=O)(=O)c2ccccc2)n(C)c1C,2,-2,-4,7,-11,i,-2,12,2
COc1ccc(CCNC(=O)c2cc3c(cc2Cl)N2CCCCCC2=NS3(=O)=O)cc1,-3,-3,-2,-1,-3,i,-13,8,-19
Cc1cc(C)cc(NC(=O)CN2CCC(C(=O)c3ccccc3)CC2)c1,3,-9,2,7,5,i,-1,-13,4
Cc1cc(C(=O)OCC(=O)N2CCCCCC2)ccc1[N+](=O)[O-],-2,-4,2,2,10,i,-5,-10,6
CCOC(=O)c1c(O)c2c(n(Cc3ccco3)c1=O)CCCC2,-2,-12,1,-6,-13,i,-7,2,-7
Cc1c(C(=O)N(C)Cc2ccccc2)oc2ccc(S(=O)(=O)N3CCCC3)cc12,11,4,-2,6,25*,i,13,12,12
COc1ccc(NC2CCCN(C(=O)c3ccc(OC)cc3OC)C2)cc1 (configuration not stated),-5,-11,2,-4,-4,i,1,-8,12
C=CCn1c(SCC(=O)NC2CCCc3ccccc32)nnc1-c1ccncc1 (configuration not stated),0,1,4,-6,-6,i,-4,11,-1

# Compound profiles, as listed above. Order of screens: MT1-MMP act inh | MsrA act | Rin1 Abl inh | FAS TE block | NRP1-CendR mod | Neddylation inh | E coli Lon inh | SKN-1 block | PABP1 MLLE inh
# Shown for CCOC(=O)c1c(O)c2c(n(Cc3ccco3)c1=O)CCCC2 → -2 | -12 | 1 | -6 | -13 | i | -7 | 2 | -7
# Shown for Cc1cc(C)cc(NC(=O)CN2CCC(C(=O)c3ccccc3)CC2)c1 → 3 | -9 | 2 | 7 | 5 | i | -1 | -13 | 4
# Shown for CCn1c(CNc2ccc(F)cc2)nnc1SCC(=O)Nc1ccc(OC)cc1 → -1 | -2 | 2 | -4 | 3 | i | 3 | 0 | -5

# (next part)
SMILES,MT1-MMP act inh,MsrA act,Rin1 Abl inh,FAS TE block,NRP1-CendR mod,Neddylation inh,E coli Lon inh,SKN-1 block,PABP1 MLLE inh
Cc1sc(NC(=O)CN(Cc2ccccc2)C(=O)C2CC2)c(C(N)=O)c1C,2,-4,4,-7,0,i,-2,-3,2
Cc1c([N+](=O)[O-])nnn1-c1cc(Cl)cc(Cl)c1,-2,-1,3,2,-1,i,28*,9,2
CCCc1cc(=O)oc2cc(OCc3ccc(OC)cc3)c(Cl)cc12,7,-12,0,7,-6,i,-11,1,3
CC(C)N(Cc1nc(-c2ccc(Cl)cc2)no1)C(=O)CCC1CCCC1,-4,2,-2,27,-4,i,-6,7,-3
CCN(c1ccccc1)S(=O)(=O)c1ccc(OC)c(NC(=O)COc2ccc(C(C)=O)cc2)c1,-2,1,1,2,-2,i,-8,7,-9
CC(C)(C)c1nnc(N/N=C/c2ccccc2O)n(N)c1=O,-1,-1,-4,0,-6,i,5,7,-2
Cc1ccc2[nH]c3c(N4CCc5ccccc5C4)ncnc3c2c1,8,-2,-2,3,2,i,7,-7,-5
NNC(=S)Nc1ccc(C(F)(F)F)cc1Cl,2,-3,2,-4,10,i,1,-4,13
Cc1ccc(S(=O)(=O)N2CCOCC2)cc1NC(=O)COC(=O)CCn1c(C)csc1=O,2,2,3,-4,8,i,-7,-7,6
CN(C)c1ccc(/C=N/NC(=O)c2ccc(-n3cnnn3)cc2)cc1,-4,-3,-3,-9,-13,i,-3,8,9
O=C(COc1ccccc1Cl)Nc1ccc(C(=O)c2ccc(C(=O)O)cc2)cc1,0,-4,-3,-7,5,i,-2,8,-2
CC(C)Oc1cccc(C(=O)C2CCCN(C(=O)c3cc(C(F)(F)F)[nH]n3)C2)c1 (configuration not stated),0,0,3,1,0,i,2,12,8
O=[N+]([O-])c1ccc(C2CNC(c3ccccc3)O2)cc1 (configuration not stated),-3,1,-1,-5,12,i,1,16,-1
CCC[C@@H]1C[C@@]1(CCC)[C@@H](NC(=O)c1ccccc1)c1ccc(C(=O)OC)cc1,-20,-1,-1,13,7,i,6,1,0
CC(NC(=O)OCc1ccccc1)C(=O)Oc1cc2oc(=O)cc(-c3ccccc3)c2cc1Cl (configuration not stated),-12,-3,2,34,-8,x,8,3,-3
COC1c2ccccc2C(=O)N1Cc1ccc(F)cc1 (configuration not stated),-5,-7,1,-6,9,i,5,3,5
COc1ccc(OCc2nc(N)nc(Nc3ccc(C)cc3)n2)cc1,-1,-1,-1,0,-3,i,-13,-26,16
CN(C)c1ccnc(-n2cccc2/C=N/OCc2ccccc2)c1C#N,-1,-1,-5,1,12,i,5,0,20
COc1ccc(CCOC(=O)CNC(=O)c2ccc(Cl)cc2Cl)cc1,6,-9,3,8,4,i,1,-16,-74
CCN(CCO)CC1CCCC2CCCCC21 (configuration not stated),8,-4,x,-6,-4,i,-5,-3,x
O=C(COC(=O)C1COc2ccccc2O1)NC1CCCCC1 (configuration not stated),-1,2,0,-8,16,i,-2,3,-8
COc1cccc(N/C(=N/C(=S)Nc2ccc(C)cc2C)Nc2nc(C)cc(C)n2)c1,1,-1,0,8,-6,i,-11,-7,21
COC(=O)COC(=O)c1ccc(Oc2nc(OC)nc(N(C)C)n2)cc1,6,-2,-3,-4,18,i,11,17,-6
O=[N+]([O-])c1ccc(O)c(C=Nc2cccc3ccccc23)c1,5,0,2,-2,7,i,-2,-3,-6
O=C(CCNC(=O)N1CC(=O)Nc2ccccc21)NCc1ccccc1,2,-1,-3,-12,-1,i,-3,-2,2
COc1ccc(C)cc1NC(=O)CN(C)S(=O)(=O)c1ccc2c(c1)CC(C)N2C(C)=O (configuration not stated),3,-1,-2,-6,-1,i,-9,15,6
O=C1c2cccc3cccc(c23)N1Cc1ccc(F)cc1,-3,-7,3,23,-2,x,1,19,-1
COc1ccc(CNc2nc3ccccc3n2Cc2ccccc2)cc1OC,2,-10,2,4,7,i,0,1,-6
CCOCCOC(=O)NCCCCCCNC(=O)OCCOCC,0,-4,1,2,-5,i,-2,-14,8
Clc1ccc(/C=C/c2nc3ccccc3[nH]2)cc1,13,-7,-3,9,-7,x,-4,2,-3
CCn1cc(C2C3=C(CC(C)(C)CC3=O)N(c3ccccc3)C3=C2C(=O)CC(C)(C)C3)c(C)n1,-3,-2,-3,-5,7,i,15,6,14
COC(=O)c1ccc(COc2ccc(C)cc2[N+](=O)[O-])o1,2,0,0,10,-3,i,1,11,1
CCOC1=C2CN(S(=O)(=O)c3ccc(C)cc3)[C@@H](c3ccccc3)C[C@H]2[C@H]2C(=O)N(c3ccccc3)C(=O)[C@H]2C1,-2,0,3,69*,10,i,6,10,49*
CCOc1ccc2[nH]c(C(=O)N/N=C/c3ccc(OC)cc3)cc2c1,21,-6,2,-1,2,i,7,13,-3
Cc1ccc(NC(=O)CCn2c(=O)c3cccn3c3ccccc32)cc1C,2,0,1,9,4,i,3,14,1
Cc1ccc(S(=O)(=O)N(C)c2ccc(C(=O)N(C)Cc3nc4ccccc4c(=O)[nH]3)cc2)cc1,1,0,0,1,3,i,2,13,2
Cc1cc2c(cc1S(=O)(=O)CCC(=O)NC1CCCCC1C)OCC(=O)N2 (configuration not stated),0,-6,-1,-3,8,i,-3,-12,3
O=C(CCSc1ccccc1)N1CCCC1,1,-11,0,-6,4,i,1,-13,7
O=C(/C=C/c1ccccc1)Nc1cccc(C(=O)O)c1,-1,-7,0,-2,-9,i,-3,-3,22
CCOc1ccc(Nc2nc(NCc3ccco3)nc(N)c2[N+](=O)[O-])cc1,5,-3,2,0,12,i,-9,-4,3
CC(=O)OCCOc1nc(NC(C)C)nc(NC(C)C)n1,3,2,2,-8,-4,i,-1,7,-1
COc1ccc(N2CCN(C(=O)CCNS(=O)(=O)c3cccs3)CC2)cc1,-2,0,4,-6,-8,i,-2,9,-4
CCOC(=O)N1CCC(NC(=O)c2cc(C(=O)Nc3ccc(OCC)cc3)ccc2CO)CC1,2,-1,1,-3,-4,i,0,6,8
CC(C)Cn1c(N)c(C(=O)COC(=O)Cc2cccc(C(F)(F)F)c2)c(=O)n(C)c1=O,2,-2,2,19,1,i,0,3,5
Cc1ccc(CCN2CCN=C2Nc2ccccc2)cc1,4,-8,2,-13,-5,i,-7,7,9
O=C(NC1CCCCCCC1)c1ccc2c(c1)N(Cc1ccc(F)cc1)C(=O)CS2=O (configuration not stated),-8,-12,1,4,3,i,6,0,11
COc1ccc(C(=O)OCCN2CCOCC2)cc1,4,-7,1,-6,0,i,-6,-31,3
CC(C)CN(C(=O)CN1CCN(c2ccccc2F)CC1)c1c(N)n(CC(C)C)c(=O)[nH]c1=O,-1,-4,-3,-12,-6,i,-12,1,-4
CCOC(=O)c1c(NC(=O)C(C)Sc2c[nH]c3ccccc23)sc2c1CCC2 (configuration not stated),-2,-5,-5,30,5,i,-2,0,3
CCN1CCN(C(=O)CN(CCc2ccccc2)S(C)(=O)=O)CC1,6,5,1,-8,-5,i,-5,-1,-2
O=C(OCC(=O)N1CCCCC1)c1cc2ccccc2cc1O,1,-1,1,2,-7,i,-5,-7,6
O=C(NC1CCCN(Cc2ccc(Cl)cc2)C1)c1cccc(N2CCCC2=O)c1 (configuration not stated),-2,-3,1,-1,8,i,-5,-3,-1
O=C(O)CCc1nn2c3ccccc3n(Cc3ccccc3)c2nc1=O,-2,-9,-1,-7,10,x,-7,7,10
Cc1ccc2nsnc2c1S(=O)(=O)N1CCCC1,3,-8,-1,-5,6,i,3,3,-9
COc1ccc(C2CC(c3ccc(Cl)cc3Cl)n3nc(N)nc3N2)cc1 (configuration not stated),6,3,-4,13,-6,i,-4,2,11
CC(=O)N1CCc2cc(Br)cc(S(=O)(=O)NCCCN3CCC(C)CC3)c21,6,-9,1,-8,-4,i,0,-1,-7
CCOC(=O)N1CCN(C(=O)/C(=C/c2ccc(F)cc2)NC(=O)c2ccccc2)CC1,-2,-1,-1,-1,10,i,-19,17,2
COc1ccc(C)cc1NC(=O)C(c1ccccc1)N1CCN(CC(=O)N2CCCC2)CC1 (configuration not stated),3,-3,-1,-5,5,i,-3,18,1
Cc1ccc(CNC(=O)/C=C/[C@H]2O[C@@H](n3cc(C)c(=O)[nH]c3=O)C[C@@H]2O)o1,5,-9,3,-12,-4,i,-8,-1,17
COc1ccccc1N(CC(=O)NCC1CCCO1)C(=O)Cn1nnc(-c2cccs2)n1 (configuration not stated),-6,-2,0,0,6,i,-2,-4,3
O=C1C2CC=C(Cl)CC2C(=O)N1CCC[n+]1ccccc1 (configuration not stated),9,-2,-5,-5,0,i,-9,-3,-24
CCc1noc(C)c1C(=O)NNC(=O)c1ccccc1F,-1,-6,4,-4,0,i,-22,-20,-8
COC(=O)c1c(C)oc(C)c1S(=O)(=O)N1CCCC1,0,-2,-3,-5,4,i,0,-6,0
